SIRT5 block = inhibitors of human sirtuin-5 desuccinylase; 330,000 tested, 1.1% active; AID 652115; Purified SirT5, succinyl-peptide AMC, trypsin-coupled fluorescence; Q9NXA8; inhibition, % at 15 µM; in the data active = inhibition above about 15%; inconclusive = no clear call, values can overlap the other calls
Target sequence (Q9NXA8 whole entry, looked up): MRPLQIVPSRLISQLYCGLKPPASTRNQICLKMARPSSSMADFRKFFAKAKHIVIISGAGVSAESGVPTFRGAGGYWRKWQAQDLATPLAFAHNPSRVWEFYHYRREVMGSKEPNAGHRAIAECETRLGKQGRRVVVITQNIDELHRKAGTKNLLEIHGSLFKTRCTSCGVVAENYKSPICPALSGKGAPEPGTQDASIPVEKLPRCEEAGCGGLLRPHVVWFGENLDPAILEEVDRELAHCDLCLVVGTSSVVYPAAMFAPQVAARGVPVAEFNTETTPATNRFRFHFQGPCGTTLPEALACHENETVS
CASP6 VEID inh = blocks human caspase-6 cleavage activity; P55212; purified caspase-6, Z-VEID-R110 cleavage fluorescence; inhibition, % at 12.5 µM; 350,000 tested, 0.53% active;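 active = mean inhibition across replicates at least about 35%, with every replicate also reaching that limit, limit read from the data; inconclusive = only one of the two criteria met; inactive = neither criterion met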;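 also: 0% = median of neutral control wells and 100% = no fluorescence left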
Target sequence (P55212 24-179 limits assumed): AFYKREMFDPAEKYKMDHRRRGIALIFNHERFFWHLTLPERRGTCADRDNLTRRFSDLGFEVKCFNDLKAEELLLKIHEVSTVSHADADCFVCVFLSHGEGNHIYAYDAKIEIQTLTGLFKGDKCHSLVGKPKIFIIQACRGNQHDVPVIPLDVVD
Target sequence (P55212 194-293 limits assumed): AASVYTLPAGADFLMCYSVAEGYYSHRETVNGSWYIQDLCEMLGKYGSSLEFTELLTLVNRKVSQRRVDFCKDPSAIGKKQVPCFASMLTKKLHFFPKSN
miR-122 sensor = miR-122 inhibition in Huh7 cells | Huh7 miR-122 Renilla luciferase sensor, 48 h; neutral wells = 0, positive control = 100 | activation (reporter increase), % at 12.5 µM | 340,000 tested, 0.3% active | AID 602342;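 active = mean replicate activation score at least 90 and every replicate individually at or above 90; inconclusive = only one of the two criteria met; inactive = neither criterion met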;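 also: higher luciferase means less miR-122 activity so hits act as miR-122 inhibitors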
CFTR F508del cor = correctors of CFTR F508del function in bronchial epithelial cells; CFBE cells, YFP halide quenching; stimulated with forskolin plus potentiator P3; % fluorescence drop versus neutral controls; activity (quench increase), % at 7.58 µM; 350,000 tested, 0.36% active;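 active = mean added fluorescence quench of at least 8% versus neutral control, with both replicates also reaching 8%; inconclusive = only one of the mean or replicate conditions met; inactive = mean below 8% and not both replicates reaching 8%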;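 also: cells transiently co-express mutant CFTR-F508del with the halide-sensitive YFP; corrector assay measuring rescue of mutant channel to the surface after 24 h compound exposure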
ERAP1 inh = ERAP1 (human) enzyme inhibition. Q9NZ08. recombinant ERAP1, Leu-AMC fluorescence, 60 min. inhibition, % at 10.7 µM. 340,000 tested, 0.15% active. AID 652197;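 active = mean replicate inhibition of at least 30%, or all replicates individually reaching that 30% level; inactive = mean below 30% and not every replicate reaching it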;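 also: 0% = neutral control wells and 100% = L-leucinethiol positive control wells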
DENV2 CPE rescue = protects cells from dengue virus 2 cytopathic effect | DENV2-infected cells, cytopathic effect rescue, plate reader | CPE inhibition, % at 9.99 µM | 350,000 tested, 1.7% active | AID 651640; in the data active = CPE inhibition above about 20%, passing the limit was not always enough; inconclusive = no clear call, values can overlap the other calls; tested in BHK-21 cells;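 also: 0% = median of neutral control wells and 100% = median of positive control wells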
ERp5 inh = ERp5 (human) disulfide isomerase inhibition. 350,000 tested, 0.05% active. inhibition, % at 9.99 µM. ERp5 insulin aggregation, absorbance 650 nm, 90 min. Q15084. AID 651711;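 active = mean replicate inhibition above about 25%, with every replicate also reaching it, limit read from the data, passing the limit was not always enough; inconclusive = only one of those two criteria met; inactive = neither criterion met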
Target sequence (Q15084 whole entry, looked up): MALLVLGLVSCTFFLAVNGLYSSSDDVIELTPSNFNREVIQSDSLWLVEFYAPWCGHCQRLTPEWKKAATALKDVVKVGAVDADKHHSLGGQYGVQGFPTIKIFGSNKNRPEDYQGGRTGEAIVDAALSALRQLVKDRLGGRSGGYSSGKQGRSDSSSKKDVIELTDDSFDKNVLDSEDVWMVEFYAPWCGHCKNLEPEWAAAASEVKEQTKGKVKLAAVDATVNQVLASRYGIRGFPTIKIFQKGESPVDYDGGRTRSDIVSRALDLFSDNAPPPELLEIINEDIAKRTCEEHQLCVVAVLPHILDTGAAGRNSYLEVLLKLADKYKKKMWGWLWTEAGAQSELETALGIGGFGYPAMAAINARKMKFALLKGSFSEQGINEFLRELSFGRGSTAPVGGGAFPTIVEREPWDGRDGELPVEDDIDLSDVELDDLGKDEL
* = called active by the depositor; & = joins results of further samples; [ ] = another dose, or the depositor's remark.

Results for C=C1C(O)C[C@H]2C(=C)CCC3[C@H](OC(=O)[C@]3(O)CO)[C@@H]12 (some centres not stated) ?
SIRT5 block: -4; CASP6 VEID inh: -5; CFTR F508del cor: 1.8; ERAP1 inh: -3; DENV2 CPE rescue: -3; ERp5 inh: -1

How did CCCC(=O)Nc1ccc2c(c1)nc1n2CCN(CCOC)C1 do in these assays?
SIRT5 block: -6; CASP6 VEID inh: 6; miR-122 sensor: 4; CFTR F508del cor: -0.1; ERAP1 inh: 2; DENV2 CPE rescue: -1; ERp5 inh: -2

What do the screens show for `O=C(c1ccc(OC2CCN(Cc3ccc(F)cc3)CC2)cc1)N1CCCC1`?
SIRT5 block: -5; CASP6 VEID inh: -1; miR-122 sensor: 6; CFTR F508del cor: -0.4; ERAP1 inh: 2; DENV2 CPE rescue: 1; ERp5 inh: 3

Results for N#C[C@H]1[C@@H](c2ccc(C#CC3CCCC3)cc2)[C@H](CO)N1C(=O)Nc1ccc(F)cc1 ?
SIRT5 block: 3; CASP6 VEID inh: 0; CFTR F508del cor: 1.2; ERAP1 inh: 1; DENV2 CPE rescue: -1; ERp5 inh: 1

Results for C[C@@H]1CN([C@H](C)CO)C(=O)c2cccc(NC(=O)NC3CCCCC3)c2O[C@@H]1CN(C)Cc1ccc(C(F)(F)F)cc1 ?
SIRT5 block: -1; CASP6 VEID inh: -3; miR-122 sensor: 17[16.7 µM]; CFTR F508del cor: 2.8; ERAP1 inh: -1; DENV2 CPE rescue: 4; ERp5 inh: 0

What do the screens show for `Cc1noc(C)c1NC(=O)N(C)C[C@H]1Oc2c(NS(C)(=O)=O)cccc2C(=O)N([C@H](C)CO)C[C@@H]1C`?
SIRT5 block: 1; CASP6 VEID inh: -1; miR-122 sensor: -5[16.7 µM]; CFTR F508del cor: -3.2; ERAP1 inh: 0; DENV2 CPE rescue: -5; ERp5 inh: 2

How did COC(=O)C[C@H]1c2cc(C(F)(F)F)ccc2S(=O)(=O)N1Cc1ccccc1 do in these assays?
CASP6 VEID inh: 2; miR-122 sensor: 14; CFTR F508del cor: -0.2; ERAP1 inh: 2; DENV2 CPE rescue: inconclusive; ERp5 inh: -1

Results for CN(C(=S)NC(=O)C12CC3CC(CC(C3)C1)C2)c1ccc(O)cc1 ?
SIRT5 block: -4; CASP6 VEID inh: 18; miR-122 sensor: 5; CFTR F508del cor: -1.0; ERAP1 inh: 3; DENV2 CPE rescue: 17; ERp5 inh: 5

What do the screens show for `COc1ccc(S(=O)(=O)NCc2cccnc2)cc1C`?
SIRT5 block: -1; CASP6 VEID inh: -3; miR-122 sensor: 30; CFTR F508del cor: -1.2; ERAP1 inh: 0; DENV2 CPE rescue: -3; ERp5 inh: 3

Results for COc1cc(NC(=O)NCC2CCN(Cc3ccccc3C)CC2)cc(OC)c1OC ?
SIRT5 block: -3; CASP6 VEID inh: 0; CFTR F508del cor: 1.8; ERAP1 inh: 0; DENV2 CPE rescue: -4; ERp5 inh: 3

How did COc1ccc(CN(C)C[C@H]2Oc3c(NS(=O)(=O)c4ccc(OC)cc4)cccc3C(=O)N([C@H](C)CO)C[C@H]2C)cc1 do in these assays?
SIRT5 block: 2; miR-122 sensor: 0[16.7 µM]; CFTR F508del cor: -2.3; ERAP1 inh: 2; DENV2 CPE rescue: 9; ERp5 inh: -1

Results for CN(CC(=O)Nc1ccccc1Br)C(=O)CCCSc1nc2ccccc2[nH]1 ?
SIRT5 block: 0; CASP6 VEID inh: 13; miR-122 sensor: 12; CFTR F508del cor: -3.6; ERAP1 inh: -6; DENV2 CPE rescue: 3; ERp5 inh: -14

What do the screens show for `NCC[C@H]1CC[C@@H](NC(=O)NC2CCCCC2)[C@@H](CO)O1`?
SIRT5 block: 1; CASP6 VEID inh: 0; CFTR F508del cor: -1.5; ERAP1 inh: -5; DENV2 CPE rescue: 12; ERp5 inh: -1

Results for CCOC(=O)c1oc2cc(OC(C)=O)ccc2c(=O)c1-c1ccc(OC)c(OC)c1 ?
SIRT5 block: -2; CASP6 VEID inh: -2; miR-122 sensor: -2; CFTR F508del cor: -34; ERAP1 inh: 0; DENV2 CPE rescue: 2; ERp5 inh: 1

How did Cn1nc(-c2ccccc2)c(CO)c1Sc1ccccc1 do in these assays?
SIRT5 block: 2; CASP6 VEID inh: 3; miR-122 sensor: 10; CFTR F508del cor: -2.2; ERAP1 inh: -3; DENV2 CPE rescue: -6; ERp5 inh: -1

Results for C[C@H](CO)N1C[C@H](C)[C@@H](CN(C)S(C)(=O)=O)Oc2ccc(NC(=O)Nc3ccc(F)cc3)cc2CC1=O ?
SIRT5 block: 6; CASP6 VEID inh: -1; miR-122 sensor: 0[16.7 µM]; CFTR F508del cor: 4.3; ERAP1 inh: 0; DENV2 CPE rescue: -17; ERp5 inh: -2

Results for COc1ccc(NC(=O)N(C)C[C@@H]2Oc3c(NC(=O)C4CCCCC4)cccc3C(=O)N([C@H](C)CO)C[C@@H]2C)cc1 ?
SIRT5 block: -2; CASP6 VEID inh: -1; miR-122 sensor: -6[16.7 µM]; CFTR F508del cor: 3.2; ERAP1 inh: 1; DENV2 CPE rescue: -4; ERp5 inh: 3

What do the screens show for `Cc1ccc(S(=O)(=O)N(C)C[C@H]2Oc3ccc(NC(=O)Nc4ccc(C(F)(F)F)cc4)cc3C(=O)N([C@@H](C)CO)C[C@@H]2C)cc1`?
SIRT5 block: -1; CASP6 VEID inh: -1; miR-122 sensor: -13[16.7 µM]; CFTR F508del cor: -0.5; ERAP1 inh: -3; DENV2 CPE rescue: 4; ERp5 inh: -11

What do the screens show for `O=C(C[C@@H]1CC[C@H]2[C@@H](COC[C@H](O)CN2Cc2nccs2)O1)NCc1ccccc1Cl`?
SIRT5 block: 1; CASP6 VEID inh: 2; miR-122 sensor: 1[16.7 µM]; CFTR F508del cor: 2.0; ERAP1 inh: 2; DENV2 CPE rescue: -1; ERp5 inh: 1

Results for O=C(c1cnn(C(=O)c2ccc(O)cc2)c1)c1ccccc1O ?
CASP6 VEID inh: -1; CFTR F508del cor: -5.1; ERAP1 inh: -4; DENV2 CPE rescue: 3; ERp5 inh: -2

Continued (2 carried over from the part before).
What do the screens show for `O=C(C[C@@H]1CC[C@H]2[C@@H](COC[C@H](O)CN2Cc2nccs2)O1)NCc1ccccc1Cl`?
SIRT5 block: 1; CASP6 VEID inh: 2; miR-122 sensor: 1[16.7 µM]; CFTR F508del cor: 2.0; ERAP1 inh: 2; DENV2 CPE rescue: -1; ERp5 inh: 1

Results for O=C(c1cnn(C(=O)c2ccc(O)cc2)c1)c1ccccc1O ?
CASP6 VEID inh: -1; CFTR F508del cor: -5.1; ERAP1 inh: -4; DENV2 CPE rescue: 3; ERp5 inh: -2

Results for CN(C)c1ccc(C(=O)N(Cc2ccccc2)Cc2ccccc2)cc1 ?
SIRT5 block: -6; CASP6 VEID inh: -1; miR-122 sensor: 26; CFTR F508del cor: 1.5; ERAP1 inh: 6; DENV2 CPE rescue: 3; ERp5 inh: 6

Results for CCOCCCn1c(=N)c(S(=O)(=O)c2ccccc2)cc2c(=O)n3cc(C)ccc3nc21 ?
SIRT5 block: -1; CASP6 VEID inh: -3; CFTR F508del cor: 0.5; ERAP1 inh: -6; DENV2 CPE rescue: -6; ERp5 inh: 3

How did CCN(CC)C(=O)c1c(-c2ccccc2)oc2ccc(OC)cc12 do in these assays?
SIRT5 block: 4; CASP6 VEID inh: 5; CFTR F508del cor: -3.0; ERAP1 inh: 0; DENV2 CPE rescue: 15; ERp5 inh: 3

Results for CC1CC(OC(=O)c2ccccc2C(=O)c2ccc(Cl)cc2)C(=O)O1 (configuration not stated) ?
SIRT5 block: 2; CASP6 VEID inh: 3; miR-122 sensor: 1; CFTR F508del cor: -0.7; ERAP1 inh: 1; DENV2 CPE rescue: 2; ERp5 inh: 1

How did COc1ccc(NC(=O)N[C@H]2CC[C@@H](CCn3cc(-c4ccccn4)nn3)O[C@H]2CO)cc1 do in these assays?
SIRT5 block: -1; CASP6 VEID inh: 7; miR-122 sensor: -3[16.7 µM]; CFTR F508del cor: -0.4; ERAP1 inh: 0; DENV2 CPE rescue: 6; ERp5 inh: 7

Results for COc1ccc(-c2cn(CC[C@H]3CC[C@H](NC(=O)c4cnccn4)[C@@H](CO)O3)nn2)cc1 ?
SIRT5 block: -4; CASP6 VEID inh: 1; CFTR F508del cor: -1.7; ERAP1 inh: 3; DENV2 CPE rescue: -7; ERp5 inh: 16

What do the screens show for `CC(NC(=O)NNC(=O)c1ccncc1)(C(F)(F)F)C(F)(F)F`?
SIRT5 block: -3; CASP6 VEID inh: -1; CFTR F508del cor: 0.8; ERAP1 inh: -1; DENV2 CPE rescue: 0; ERp5 inh: 1

What do the screens show for `COc1ccc(S(=O)(=O)Nc2ccc3c(c2)CC(=O)N([C@@H](C)CO)C[C@@H](C)[C@H](CN(C)CC2CCCCC2)O3)cc1`?
SIRT5 block: 24*; CASP6 VEID inh: -2; miR-122 sensor: -10[16.7 µM]; CFTR F508del cor: -0.4; ERAP1 inh: 1; DENV2 CPE rescue: -3; ERp5 inh: -3

How did CN1CCN(c2c(/C=N/O)c3ccccc3n2C)CC1 do in these assays?
SIRT5 block: -3; CASP6 VEID inh: -3; miR-122 sensor: -2; CFTR F508del cor: 1.2; ERAP1 inh: -1; DENV2 CPE rescue: -8; ERp5 inh: 1

Results for C[C@H]1CN([C@@H](C)CO)C(=O)CCCn2nncc2CO[C@H]1CN(C)S(C)(=O)=O ?
SIRT5 block: 1&8&3; CASP6 VEID inh: 0&-4&1; miR-122 sensor: -5; CFTR F508del cor: 2.9&-1.9&-0.5; ERAP1 inh: -7&-1&2; DENV2 CPE rescue: 12&0&0; ERp5 inh: -3&0&14

Results for Cc1ccccc1OCCOC(=O)c1ccc(S(=O)(=O)N2CCCC2)cc1 ?
SIRT5 block: -2; CASP6 VEID inh: 0; CFTR F508del cor: 4.4; ERAP1 inh: -1; DENV2 CPE rescue: 1; ERp5 inh: 5

What do the screens show for `Cc1c(C)n(CCCN(C)C)c2ncnc(NCc3ccccc3)c12`?
SIRT5 block: -1; CASP6 VEID inh: -4; miR-122 sensor: -6; CFTR F508del cor: 2.0; ERAP1 inh: 0; DENV2 CPE rescue: 7; ERp5 inh: 3

What do the screens show for `O=C(NC(C(=O)c1ccccc1)c1ccccc1)c1ccccc1` (configuration not stated)?
SIRT5 block: -2; CASP6 VEID inh: 1; CFTR F508del cor: -0.4; ERAP1 inh: -1; DENV2 CPE rescue: -2; ERp5 inh: -6

What do the screens show for `O=C(O)CC/C(=N\Nc1ccc([N+](=O)[O-])cc1S(=O)(=O)N1CCOCC1)c1cccs1`?
SIRT5 block: 8; CASP6 VEID inh: 8; miR-122 sensor: 13; CFTR F508del cor: 0.4; DENV2 CPE rescue: -1; ERp5 inh: 2

What do the screens show for `COC(=O)C1=C(C)N(Cc2ccccc2)C(=NCc2ccc(OC)cc2)N[C@H]1c1cccc(F)c1`?
CASP6 VEID inh: 6; CFTR F508del cor: -1.9; ERAP1 inh: 0; DENV2 CPE rescue: 6; ERp5 inh: 2

What do the screens show for `O=C(Nc1ccccc1C(F)(F)F)c1cc(-c2ccco2)on1`?
SIRT5 block: 1; CASP6 VEID inh: 0; CFTR F508del cor: 0.3; ERAP1 inh: -7; DENV2 CPE rescue: 2; ERp5 inh: 5

How did O=[N+]([O-])c1ccc(/C=N/n2cnc3ccccc32)s1 do in these assays?
CASP6 VEID inh: 1; miR-122 sensor: -48; ERAP1 inh: 6; DENV2 CPE rescue: -3; ERp5 inh: -2

Results for COC(=O)c1ccccc1NC(=O)N1CCN(Cc2ccco2)CC1 ?
SIRT5 block: -1; CASP6 VEID inh: -2; miR-122 sensor: -15; CFTR F508del cor: -1.0; ERAP1 inh: 0; DENV2 CPE rescue: 1; ERp5 inh: 6

Results for COCC1CCN(C(=O)C2CCC(=O)N(CCc3ccc(Cl)cc3)C2)CC1 (configuration not stated) ?
SIRT5 block: 0; CASP6 VEID inh: 0; miR-122 sensor: -6; CFTR F508del cor: 1.0; ERAP1 inh: -3; DENV2 CPE rescue: -2; ERp5 inh: -2

What do the screens show for `COc1ccc(/C=C/c2onc(C)c2S(=O)(=O)N2CCC(C(=O)N3CCC(C)CC3)CC2)cc1`?
SIRT5 block: -1; CASP6 VEID inh: 2; miR-122 sensor: 11; CFTR F508del cor: 0.1; ERAP1 inh: 1; DENV2 CPE rescue: -2; ERp5 inh: 1

Screens from PubChem.

Compounds as they come; overall some 4% were active at least once.
